# S3 lipid droplet: qHTS Assay for Lipid Storage Modulators in Drosophila S3 Cells | lipid storage change, negative = inhibition, % at the top dose, mostly 46.1 µM; hits show Potency in µM | hit rate 0.64% among 320,000 | Drosophila S3 cells, BODIPY lipid droplet fluorescence, 18-24 h; cells fed with added oleic acid | AID 2685; active = well fitted inhibition curve with a large enough effect in the signal ratio, with a control signal flat, not every such curve was filed as active; inconclusive = small, poorly fitted or top-dose-only effect, or effect the other way, or a change in a side signal; the % refers to the signal ratio
#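 Drosophila S3 cells got compounds at several concentrations plus oleic acid (400 uM solution). Laser-scanning cytometry with 488 nm excitation read lipid droplets at 500-530 nm and cells at 575-640 nm. Percent activity was relative to 20 uM Triacsin C.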
# S3 lipid droplet cell count max: also measured in S3 lipid droplet; calls as there; cell number change, %; measured here: cell count max response;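 cells counted by Cell Tracker Red CMTPX staining in the red channel; peak over a dose series mostly up to 46.1 µM; percent activity relative to internal control wells on each plate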
# The depositor's hits bear a star; i = inactive; u = inconclusive; x = no result given. % is scaled to controls: 0 for no effect and ±100 for the full control effect; potency is read from the fitted curve at half-maximal effect. A portion of the library; count on the stated rates, not on these rows.
S3 lipid droplet | S3 lipid droplet cell count max | smiles
u | x | COc1cccc(/C=N/NC(=S)NCCc2ccccc2)c1OC
u | x | Cc1ccccc1S(=O)(=O)Nc1ncnc2scc(-c3ccccc3)c12
-16.2% | 23.8 | Cc1ccc(CS(=O)Cc2ccc(C(=O)NCc3ccccc3Br)o2)cc1 (centres undefined)
11.6µM* | -26.9* | COc1cccc(CNS(=O)(=O)c2ccc3c(c2)CC(C)N3C(=O)C2CC2)c1 (centres undefined)
-9.2% | 17.0 | COc1ccc(CC(=O)Nc2c3c(nn2C(C)(C)C)CS(=O)(=O)C3)cc1OC
u | x | CC(=O)c1ccc(Sc2nnnn2-c2ccccc2)c([N+](=O)[O-])c1
-1.4% | -13.9 | CCc1ccccc1NC(=O)CSc1nnc(Cn2cnc3ccccc32)o1
u | x | CCCc1cc(=O)[nH]c(SCC(=O)Nc2sccc2C#N)n1
u | x | Clc1ccc(Oc2cnns2)cc1Cl
u | x | CCc1nnc(NC(=O)c2ccc3c(c2)C(=O)N(C(C)(C)C)C3=O)s1
u | x | CCOC(=O)[C@H]1[C@H]2COc3cc(OC)ccc3[C@@H]2N2C(=O)N(c3ccc(Cl)cc3)C(=O)[C@@]12C
u | x | CCCC(=O)Nc1nnc(SCC(=O)NCc2ccc3c(c2)OCO3)s1
u | x | O=C(Cn1c(NCCCO)nc2ccccc21)c1ccc(Cl)cc1Cl
3.9% | 6.5 | Cc1cc(C)nc(/N=C(\N)Nc2cccc([N+](=O)[O-])c2)n1
i | -20.9 | Cc1cccc(NC(=O)c2ccc(NC(=O)CC3SC(N4CCCC4)=NC3=O)cc2)n1 (centres undefined)
u | x | Cc1c(C(=O)OCCOc2ccccc2)[nH]c2c1C(=O)CCC2
u | x | COc1cc2oc3ccccc3c2cc1N(CC(=O)N(C)C)S(=O)(=O)c1ccc(C)cc1
13.4% | 4.7 | Cc1cc(C)c(NC(=S)NCCO)c(C)c1
0.0% | -0.4 | Cc1c(CN(C)C(=O)/C=C/c2ccc([N+](=O)[O-])cc2)cnn1C
u | x | CCOc1ccc(N(CC(=O)NC(C)CC)S(=O)(=O)c2c(C)noc2C)cc1 (centres undefined)
18.4% | 19.1 | O=C(c1cc(-c2ccccc2)nc2ccccc12)N1CCc2ccccc2C1
u | x | COc1ccc(C2Nc3ccccc3C(=O)N2Cc2ccco2)cc1COc1ccc([N+](=O)[O-])cc1 (centres undefined)
0.4% | -7.7 | COc1ccc(/C=N/NC(=O)CN2CCCc3ccccc32)c(OC)c1
-20.9% | 6.6 | CC(OC(=O)CSc1ccc(F)cc1)C(=O)NC1(C#N)CCCCC1 (centres undefined)
5.5% | -13.9 | Cc1ccc(SCc2cc(=O)[nH]c(SCC(=O)Nc3cc(Cl)ccc3Cl)n2)cc1
0.2% | -17.9 | COc1ccc(-c2csc(-c3cccnc3)n2)cc1C
-11.2% | -9.2 | C=CCN1C(=O)/C(=C\c2ccc(Oc3nc(N4CCOCC4)nc(N4CCOCC4)n3)c(OC)c2)SC1=S
i | x | COc1ccc(NC(=O)CSc2n[nH]c(=O)n2C2CC2)cc1Cl
14.6% | 8.5 | CCN(CC)c1ccc(CNc2ccc3c(c2)ncn3CC)cc1
i | -2.1 | CCC(Cc1ccccc1)NC(=O)C1CCN(S(=O)(=O)c2ccc3c(c2)CC(C)N3C(C)=O)CC1 (centres undefined)

# Carrying on.
S3 lipid droplet | S3 lipid droplet cell count max | smiles
u | x | Cc1nnc(-c2cnn(C)c2N)n1Cc1ccccc1F
u | x | CCn1c(SCc2ccccc2)nc2c(c1=O)SCC2
u | x | Cc1ccccc1C(CC(=O)c1cccs1)C(C#N)C#N (centres undefined)
u | x | CC(C)C[C@H](NC(=O)OC(C)(C)C)c1nnc(SCC(=O)Nc2ccc(Br)cc2)o1
u | x | CC1=CC(=O)CC(C)(C)C1(O)/C=C/C(C)=C/C(=O)O (centres undefined)
u | x | CSc1nc(-c2ccccc2)nc(N2CCOCC2)c1C(C)=O
-3.7% | 13.0 | CN(C)c1cc(Cl)c2nonc2c1N
i | x | COc1cccc(C(=O)NCC(=O)N/N=C/c2cn[nH]c2-c2ccccc2)c1
-2.2% | 1.0 | COc1cc(Cn2c(=O)oc3ccc(C)cc32)ccc1OC(C)C
i | 4.1 | CCC1CN(C(=O)N2CCC(C(=O)NCc3ccc(OC)cc3OC)CC2)c2ccccc2O1 (centres undefined)
9.3% | -4.6 | O=C(OCc1ccccc1F)c1ccc2c(c1)-c1ccccc1C2=O
u | x | COc1cc(SC)ccc1C(=O)NCCc1c[nH]c2ccccc12
3.7% | 5.7 | COc1ccc(C2c3c(oc4ccc(Cl)cc4c3=O)C(=O)N2CCN2CCOCC2)cc1 (centres undefined)
u | x | CCOc1ccc(C2C(C(=O)c3ccc(C)o3)=C(O)C(=O)N2Cc2cccnc2)cc1 (centres undefined)
u | x | O=C(NC(=S)Nc1ccc(N2CCN(C(=O)c3ccccc3)CC2)cc1)c1cccs1
u | x | O=C(Nc1ccc(NC(=O)c2ccccc2)nc1)c1ccncc1
1.3% | 3.1 | COC/C=C/C1=CC2=CC(=O)C(C)(OC(=O)c3cnc4ccccc4n3)C(=O)C2=CN1c1ccccc1 (centres undefined)
u | x | CCN1C(=O)C(CC(=O)Nc2ccc(Br)cc2)N(CCCc2ccccc2)C1=S (centres undefined)
u | x | COc1ccc(Nc2cccc3ccccc23)cc1
u | x | CCN1C(=O)c2cccc3c(S(=O)(=O)Nc4ccccc4OC)ccc1c23
u | x | NC(=O)C1CCN(C(=O)C2c3ccccc3C(=O)N3CCc4ccccc4C23)CC1 (centres undefined)
3.9% | -3.5 | CC(C)(C)c1nnc(NC(=O)c2ccc(Cl)nc2)s1
u | x | O=C(c1cc(COc2c(F)cccc2F)on1)N1C[C@H]2CC[C@H]1C2
u | x | COc1cccc(OC)c1C(=O)Nc1ccc(N2CCCC2)cc1
-2.5% | 3.4 | Cc1cc(O)cc(O)c1-c1onc(C(F)(F)F)c1-c1cscn1
4.4% | 0.8 | Cc1ccn2c(Nc3ccc4c(c3)OCO4)c(-c3ccc(O)cc3)nc2c1
-5.0% | 4.0 | COCCCNC(=O)CCSc1ccc(C)cc1
13µM* | -26.6* | Cc1ccc(C(NC(=O)C2CCCCC2)c2c(O)ccc3ccccc23)cc1 (centres undefined)
u | x | Cc1cccc2cc(CN(Cc3ccco3)C(=O)NC3CCCCC3)c(=O)[nH]c12
u | x | O=C(CN(C1CCCCC1)S(=O)(=O)c1ccc(Cl)cc1)N1CCOCC1

# New compounds follow.
S3 lipid droplet | S3 lipid droplet cell count max | smiles
-5.5% | -14.6 | Cc1ccc(-c2nc3cc(NC(=O)C(C)C)ccc3o2)cc1C
-14.0% | -29.4 | O=C(C(=O)N1CCc2ccccc2C1)c1cn(CC(=O)N2CCOCC2)c2ccccc12
u | x | COc1ccccc1NC(=O)NC(=O)c1ccccc1
2.7% | -11.1 | CCN(CC)C(=O)c1sc(NC(=O)Cc2ccccc2)c(C#N)c1C
u | x | COc1ccc(NC(=O)CCCn2c(=O)c3sccc3n(Cc3cccc(C)c3)c2=O)cc1
0.231µM* | 8.6* | COc1ccc(C2(c3ccc(OC)cc3)NC(=O)N(CC(=O)N3CCOCC3)C2=O)cc1
u | x | Cc1ccc(C(C)C)c(OCC(=O)Nc2ccccc2N2CCN(C)CC2)c1
-28.5% | 4.9 | N#CCn1c(Cc2ccccc2)nc2ccccc2c1=O
6.8% | -12.6 | Cc1ccc(C(C(=O)NC(C)(C)C)N(Cc2cccnc2)C(=O)C(=O)NC2CCCCC2)o1 (centres undefined)
u | x | Cc1nn(CC(=O)NCc2ccccc2)c(C)c1[N+](=O)[O-]
0.7% | 7.6 | O=C(NCCCNCc1ccccc1)c1ccc(/C=N/O)nc1
10.6% | x | O=C(O)c1nc(N2CCOCC2)nc(N2CCOCC2)n1
u | x | Cc1ccc(NC(=O)CC2S/C(=N/c3nccs3)N(C)C2=O)cc1C (centres undefined)
u | x | Cc1ccc(C)c(NC(=O)CNS(=O)(=O)c2ccccc2)c1
u | x | CN(CC(=O)Nc1cccc(F)c1)C(=O)c1cc([N+](=O)[O-])ccc1N1CCCCC1
u | x | COc1ccc(Cc2nc3ccc(C(=O)N(C)Cc4cc(C)[nH]n4)cc3o2)cc1OC
-25.1% | 6.6 | CC(Cc1nnc(N)s1)c1ccccc1 (centres undefined)
-5.1% | -4.2 | Cc1ccc(NS(=O)(=O)c2c(C)nc3sccn3c2=O)cc1C
u | x | Cc1ccccc1-c1c(C)oc2cc(O)ccc2c1=O
2.6% | 0.3 | CCOC(=O)C1=C(c2ccccc2)NC(SC)=C(C#N)C1c1ccco1 (centres undefined)
u | x | CC(C)N1CC(O)=C(c2ccccc2)C1=N
i | x | O=C(Cn1nc(-c2ccc(Cl)cc2)ccc1=O)NCCCN1CCN(Cc2ccccc2)CC1
9.8% | 10.0 | CNC(=O)C12CC3CC(CC(Cl)(C3)C1)C2
u | x | COc1cccc(/C=N/NC(=O)C(=O)NCc2ccco2)c1O
u | x | O=C(CNS(=O)(=O)c1cccs1)N1CCCCC1
u | x | OCCOCCOc1cccc2[nH]ccc12
-12.5% | 0.5 | CCOc1ccc(CN=C(N)N=C(N)N)cc1Cl
11.6% | -6.5 | Cn1c(=S)[nH]c(=O)c2ncc(=O)[nH]c21
-13.5% | -5.2 | O=C(CSc1ncccn1)NN=C1CCCCCC1
i | x | COc1ccc(-c2cc(C(=O)N3CCN(Cc4ccccc4)CC3)no2)cc1OC

# Next compounds
S3 lipid droplet | S3 lipid droplet cell count max | smiles
u | x | CCOc1ccccc1-c1noc(CCCC(=O)NC2CCCCC2)n1
u | x | CCC(C)CCN1C(Nc2ccccc2)=NC[C@@H]1Cc1ccccc1 (some centres undefined)
1.8% | 6.4 | Cc1ccc(NC(=O)COC(=O)c2ccc(C)c(S(=O)(=O)N3CCOCC3)c2)cc1
i | x | O=C(Nc1nncs1)c1ccccc1NS(=O)(=O)c1cccs1
u | x | Cc1ccc(C(=O)O)cc1NC(=O)CSc1ncnc2sc3c(c12)CCC3
20.8% | 2.9 | CC(C)=CCN1CCN(Cc2ccc(C#CC(C)(C)O)s2)CC1CCO (centres undefined)
u | x | COc1ccc(N2C(=O)c3cc4ccccc4cc3C2=O)cc1
-22.8% | -14.4 | O=C(Nc1ccnn1C1CCN(C(=O)c2ccc(F)cc2)CC1)C1CCOC1 (centres undefined)
u | x | COc1ccccc1N1CCN(CC(=O)N(CC(C)C)c2c(N)n(CC(C)C)c(=O)[nH]c2=O)CC1
u | x | Cn1c(-c2ccsc2)c(-c2cccs2)c2cc(-c3cccc4[nH]ccc34)ccc21
22.3% | 15.1 | CCN(C(=O)COC(=O)Cc1c[nH]c2ccccc12)C1CCS(=O)(=O)C1 (centres undefined)
14.0% | 0.5 | O=C(c1cccs1)N1CCN(Cc2nc3ccccc3c(=O)[nH]2)CC1
20.6µM* | -21.3* | O=C1/C(=C\c2ccco2)CCC/C1=C\c1ccco1
i | -1.2 | COC(=O)c1ccc(C2C(C(=O)c3cc4ccccc4o3)=C(O)C(=O)N2CCN2CCOCC2)cc1 (centres undefined)
2.9% | 5.0 | Cn1cccc1C(=O)NNC(=O)COc1ccccc1F
u | x | CCC(=O)NCc1ccc(-c2nc3ncccc3o2)cc1
u | x | COc1cccc(-c2ccc(NC(=O)C3CCCN(Cc4cc(C)[nH]n4)C3)cc2)c1 (centres undefined)
-25.8% | 11.9 | Cc1cccc(CC(C)NC(=O)c2oc3c(F)cccc3c2C)n1 (centres undefined)
-1.4% | 0.4 | COc1cccc(-c2ccc(C#N)c(SCC(=O)NCc3ccco3)n2)c1
14.4% | 3.8 | CCN(CC)CCC(=O)N1c2ccccc2CCc2ccc(NC(=O)OC)cc21
u | x | CCOc1ccc(-n2ccc(=O)c(C(=O)O)n2)cc1
i | -5.5 | Cn1c(SCC(=O)Nc2cc(=O)n(C)c(=O)n2C)nnc1-c1cccs1
4.7% | 10.4 | CN(CC(=O)Nc1ccc(Cl)cc1)C(=O)CNC(=O)c1ccc2c(c1)OCO2
-30.1% | 9.0 | C/C(=N\NC(=O)COc1ccc(C(C)(C)C)cc1)c1cc2ccccc2o1
u | x | CC1(C)Cc2cccc(OCC(=O)Nc3nccs3)c2O1
u | x | CC(=O)c1ccc(S(=O)(=O)N2CCc3ccccc3C2)cc1

# Of the compounds above, 6 contain a tert-butyl group.
S3 lipid droplet | S3 lipid droplet cell count max | smiles
-9.2% | 17.0 | COc1ccc(CC(=O)Nc2c3c(nn2C(C)(C)C)CS(=O)(=O)C3)cc1OC
u | x | CCc1nnc(NC(=O)c2ccc3c(c2)C(=O)N(C(C)(C)C)C3=O)s1
u | x | CC(C)C[C@H](NC(=O)OC(C)(C)C)c1nnc(SCC(=O)Nc2ccc(Br)cc2)o1
3.9% | -3.5 | CC(C)(C)c1nnc(NC(=O)c2ccc(Cl)nc2)s1
6.8% | -12.6 | Cc1ccc(C(C(=O)NC(C)(C)C)N(Cc2cccnc2)C(=O)C(=O)NC2CCCCC2)o1 (centres undefined)
-30.1% | 9.0 | C/C(=N\NC(=O)COc1ccc(C(C)(C)C)cc1)c1cc2ccccc2o1

# Exported with each value named: 4 of the compounds above
Cc1ccc(C(=O)O)cc1NC(=O)CSc1ncnc2sc3c(c12)CCC3
  S3 lipid droplet: u
  S3 lipid droplet cell count max: x

CC(C)=CCN1CCN(Cc2ccc(C#CC(C)(C)O)s2)CC1CCO (centres undefined)
  S3 lipid droplet: 20.8%
  S3 lipid droplet cell count max: 2.9

COc1ccc(N2C(=O)c3cc4ccccc4cc3C2=O)cc1
  S3 lipid droplet: u
  S3 lipid droplet cell count max: x

O=C(Nc1ccnn1C1CCN(C(=O)c2ccc(F)cc2)CC1)C1CCOC1 (centres undefined)
  S3 lipid droplet: -22.8%
  S3 lipid droplet cell count max: -14.4
